# KRASV12 cytotoxicity: cytotoxicity in KRAS-transformed pancreatic duct cells, primary screen, cell-based, fluorescence, HTS (AID 431); HPDE-C7K KRASV12 cells, Alamar Blue viability, 48 h; higher % means a stronger effect; cytotoxicity, % at 10 µM; hits with a dose series show EC50 in µM; 1.7% of 63,000 active;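 active = compounds whose percent cytotoxicity in the single-dose primary screen, scaled between solvent and toxic-drug controls, exceeds 50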;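 also: 0% = DMSO solvent wells and 100% = doxorubicin-treated wells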
# Spn MK inh: blocks S. pneumoniae mevalonate kinase. inhibition, % at 10 µM. purified MK, PK/LDH-coupled NADH absorbance 340 nm. 0.48% of 65,000 active;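 active = ranked among the strongest by inhibition in the single 10 µM screen, a fixed top-ranked set picked for dose follow-up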; also: no value below 0 was filed
# HPDE-C7 viability: cytotoxicity in HPDE-C7 cells, cell-based, fluorescence, HTS (AID 430); cytotoxicity, % at 10 µM, or EC50 in µM where a hit was titrated; HPDE-C7 pancreatic duct cells viability, fluorescence; higher % means a stronger effect; 1.8% of 63,000 active;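 also: cells exposed to compound for 48 hours before viability readout; 0% = vehicle and 100% = reference cytotoxic drug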
# TNAP inhibition: inhibition of tissue-nonspecific alkaline phosphatase – biochemical, luminescent (AID 518); purified TNAP enzyme, luminescent substrate readout; higher % means a stronger effect; one-dose inhibition, % at 20 µM; IC50 in µM for titrated hits; 0.09% of 64,000 active; in the data active = a potency from the dose series; inactive = the rest, 99 in 100 with inhibition below about 22%;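 also: plate controls were vehicle for no effect and reference inhibitor for full effect; many of its hits are not listed in these tables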
# HT1080 cytotoxicity: cytotoxicity in HT1080 fibrosarcoma cells, cell-based, fluorescence readout (AID 620); HT1080 viability, fluorescence; higher % means a stronger effect; 0.42% of 87,000 active; cytotoxicity, % at 10 µM, or EC50 in µM where a hit was titrated;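 also: cells exposed to compound overnight then 4 h with Alamar Blue; 0% = vehicle DMSO and 100% = killing control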
# PMK inhibit: S. pneumoniae PMK inhibition; purified PMK, PK/LDH-coupled NADH absorbance 340 nm; inhibition, % at 10 µM; 0.49% of 65,000 active;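 active = top-ranked compounds by inhibition in the single 10 µM screen, taking a fixed number of the strongest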;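 also: 0% = full reaction with DMSO carrier and 100% = background rate without enzyme reaction; no value below 0 was filed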
# LYP inhibition: LYP phosphatase inhibitors, primary screen, biochemical, DiFMUP fluorescence, recombinant catalytic domain, 10 µM (AID 606); 52,000 tested, under 10 active; recombinant LYP catalytic domain, DiFMUP fluorescence; higher % means a stronger effect; one-dose inhibition, % at 10 µM; IC50 in µM for titrated hits;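 active = IC50 under 40 µM in the dose-response test; inactive = IC50 of 40 µM or more, or never dose-tested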
# Spn DPM-DC inh: inhibitors of Streptococcus pneumoniae diphosphomevalonate decarboxylase; purified DPM-DC, PK/LDH coupled NADH fluorescence; AID 556; 0.49% of 65,000 active; calls only at 10 µM;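 active = the 320 compounds with the highest percent inhibition in the single-dose primary screen, excluding strongly autofluorescent ones, cut at about 32% in these data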;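 also: kinetic rate of NADH fluorescence loss reporting ADP formed by the decarboxylase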
# Bfl-1 inhibitors: Bfl-1 inhibitors, primary screen, biochemical, fluorescence polarization, FITC-Bid, mouse (AID 432). FITC-Bid BH3 peptide fluorescence polarization displacement; higher % means a stronger effect. displacement, % at 20 µM; hits with a dose series show IC50 in µM. 0.02% of 64,000 active; in the data active = a potency from the dose series; inactive = the rest, 99 in 100 with displacement below about 15%; also: strong numbers were not always called active
# PMK inhibit pilot replicates: recorded beside PMK inhibit, whose call it bears; inhibition, %; measured here: pilot screen replicates
# Spn MK inh pilot replicates: further read-out of Spn MK inh, marked with its call; inhibition, %; measured here: pilot screen replicates
# Spn DPM-DC inh pilot screen %: further read-out of Spn DPM-DC inh, marked with its call; inhibition, %; measured here: pilot screen trials
# * hit, by the source's call; i = inactive; · = no result given. Rule as the data show it, unless noted: active = cytotoxicity above about 50%; inactive = the rest.
SMILES,KRASV12 cytotoxicity,Spn MK inh,HPDE-C7 viability,TNAP inhibition,HT1080 cytotoxicity,PMK inhibit,LYP inhibition,Spn DPM-DC inh,Bfl-1 inhibitors,others
CC1(C)Cc2c(sc(NC(=O)c3ccco3)c2C#N)C(C)(C)N1,7%,7,13%,2%,2%,14,2%,i,0%,
CC1=C(C#N)C(c2cn(-c3ccccc3)nc2-c2cccs2)C(C#N)=C(C)N1,35%,2,41%,15%,-1%,2,·,i,-7%,
CCOc1ccc(CCNC(=O)c2oc3c(c2C)-c2[nH]ncc2CC3)cc1OCC,6%,0,-4%,3%,-1%,8,·,i,11%,
O=C(NCc1ccc2c(c1)OCO2)C1CCCN(S(=O)(=O)c2cccc3cccnc23)C1 (stereo not drawn),32%,8,17%,15%,7%,11,14%,i,-9%,PMK inhibit pilot replicates=3.0;Spn MK inh pilot replicates=0.5;Spn DPM-DC inh pilot screen %=0.0
COc1ccc(OC)c(S(=O)(=O)Nc2cccc(C(C)=O)c2)c1,25%,0,25%,4%,2%,10,12%,i,-9%,
CCOC(=O)C(C)Sc1nc2c(cnn2-c2ccc(C)cc2)c(=O)[nH]1 (stereo not drawn),41%,1,46%,8%,4%,9,9%,i,4%,PMK inhibit pilot replicates=2.5;Spn MK inh pilot replicates=0.0;Spn DPM-DC inh pilot screen %=0.0
O=C(NCc1ccccc1)C1CCN(C(=O)NCc2ccccc2)CC1,4%,6,8%,2%,-1%,11,3%,i,-7%,
CN(C)c1ccnc2sc3c(=O)n(-c4ccccc4)cnc3c12,-4%,1,-1%,15%,5%,0,5%,i,-1%,
CCCn1nnc(NC(=O)COc2ccccc2Cl)n1,9%,13,2%,10%,6%,6,20%,i,0%,
CCCS(=O)(=O)N1CCN(C(=O)c2cccc(OC)c2)CC1,0%,7,6%,8%,-4%,0,-6%,i,-5%,
CN1CCN(S(=O)(=O)c2cccc(C(=O)Nc3sc4c(c3C(N)=O)CCCC4)c2)CC1,4%,4,6%,7%,8%,8,-1%,i,9%,
COc1ccc2c(c1)n([O-])c1c([n+]2=O)CCC1,11%,0,9%,11%,11%,4,-2%,i,8%,PMK inhibit pilot replicates=0.0;Spn MK inh pilot replicates=8.0;Spn DPM-DC inh pilot screen %=18
CS(=O)(=O)N1CCN(C(=O)c2csc3ccccc23)CC1,0%,0,-8%,10%,-9%,0,-2%,i,2%,
Cn1c(N)c(C(=O)NCc2ccccc2)sc1=S,-2%,4,-10%,4%,-5%,17,·,i,-1%,
COc1ccc(N(CC(=O)Nc2cc(C)ccc2OC)S(=O)(=O)c2c(C)noc2C)cc1,10%,0,11%,7%,-3%,13,9%,i,-8%,
CN1C(=O)/C(=C2\SC(=S)N(CC3CCCO3)C2=O)c2ccccc21 (stereo not drawn),35%,7,39%,12%,5%,1,12%,i,-3%,
Cc1cc2c(c(SCC(=O)N(C)c3ccccc3)n1)C(=O)OC2,-1%,0,-13%,7%,2%,8,3%,i,-8%,
Cc1cc(NC(=O)CCC(=O)N(c2cccc(F)c2)C(C(=O)NC2CCCC2)c2ccncc2)no1 (stereo not drawn),-11%,0,-1%,8%,-8%,14,·,i,-3%,
COc1ccc(CCN(C)C(=O)CSc2nccn2C)cc1OC,6%,0,-3%,7%,6%,9,11%,i,-8%,
Cc1ccc(NS(=O)(=O)c2ccc(C)c(C(=O)N3CCN(C)CC3)c2)cc1,-24%,2,-20%,6%,15%,11,12%,i,-8%,
Cn1c(SCC(=O)N2CCOCC2)nc2sc3c(c2c1=O)CCCC3,5%,12,13%,4%,-2%,6,0%,i,-4%,
CN(C)c1ccc(-c2nnn(CC(=O)Nc3ccccc3N3CCOCC3)n2)cc1,2%,3,-7%,3%,-11%,7,-2%,i,-2%,
O=C(Cn1nc(Cl)nc1Cl)c1ccc2c(c1)OCCO2,-10%,5,-17%,20%,24%,8,·,i,-1%,
O=C(NCc1nnc(SCC(=O)N2CCC(Cc3ccccc3)CC2)o1)c1ccccc1F,-2%,4,-4%,12%,5%,3,-2%,i,3%,PMK inhibit pilot replicates=1.5;Spn MK inh pilot replicates=0.0;Spn DPM-DC inh pilot screen %=0.0
Cc1cc(OCC(O)CN2CCN(C)CC2)ccc1C(C)C (stereo not drawn),10%,6,-4%,3%,-5%,22,13%,i,-1%,
# Going on with the list.
SMILES,KRASV12 cytotoxicity,Spn MK inh,HPDE-C7 viability,TNAP inhibition,HT1080 cytotoxicity,PMK inhibit,LYP inhibition,Spn DPM-DC inh,Bfl-1 inhibitors,others
Cc1ccccc1CNS(=O)(=O)c1ccc2c(c1)OCCO2,8%,14,-2%,12%,2%,7,14%,i,0%,PMK inhibit pilot replicates=2.5;Spn MK inh pilot replicates=0.0;Spn DPM-DC inh pilot screen %=0.5
Cc1ccc(-c2nc(C3CCN(S(=O)(=O)c4ccc(C(F)(F)F)cc4)CC3)no2)cc1,-1%,3,0%,10%,16%,15,·,i,-7%,
CCOC(=O)CNc1ccc2c(c1)OCO2,1%,9,8%,9%,-5%,9,-11%,i,8%,PMK inhibit pilot replicates=4.0;Spn MK inh pilot replicates=0.0;Spn DPM-DC inh pilot screen %=1.5
COC(=O)c1ccccc1NC(=O)Cn1c(-c2nonc2N)nc2ccccc21,41%,8,47%,4%,32%,7,2%,i,0%,PMK inhibit pilot replicates=3.5;Spn MK inh pilot replicates=1.0;Spn DPM-DC inh pilot screen %=1.0
COc1cccc(OC)c1C(=O)N1CCN(S(=O)(=O)c2ccc(C)cc2)CC1,-7%,5,-9%,10%,2%,1,15%,i,-9%,PMK inhibit pilot replicates=5.0;Spn MK inh pilot replicates=0.0;Spn DPM-DC inh pilot screen %=0.0
Cc1ccccc1NC(=O)Cn1cnc2c(oc3ccccc32)c1=O,7%,0,4%,5%,-4%,0,·,i,-12%,
O=C(Nc1cccs1)NC1CCCC1,0%,2,-13%,6%,2%,9,-7%,i,-5%,
NS(=O)(=O)c1ccc(CCNC(=O)CNC(=O)C2CCCCC2)cc1,4%,0,-6%,7%,-6%,7,1%,i,-4%,
Cc1ccc(-c2nc(C#N)c(NCCc3ccccn3)o2)cc1,-16%,1,-2%,2%,1%,10,5%,i,0%,
CC(C)OCCCNC(=O)c1cc2c(s1)CS(=O)(=O)C2,12%,7,16%,18%,-15%,0,·,i,-6%,PMK inhibit pilot replicates=0.0;Spn MK inh pilot replicates=4.5;Spn DPM-DC inh pilot screen %=0.5
COc1ccc(-n2ncc3c(NCCCN4CCOCC4)ncnc32)cc1,-1%,14,-16%,6%,-6%,4,-1%,i,5%,PMK inhibit pilot replicates=0.5;Spn MK inh pilot replicates=0.0;Spn DPM-DC inh pilot screen %=3.5
Cc1cccc(-c2noc(CN(C)S(=O)(=O)c3cc(Cl)ccc3Cl)n2)c1,-11%,5,-6%,6%,-5%,4,6%,i,4%,
O=C(NCC1CCCO1)c1ccc(N2CCCCC2)nc1 (stereo not drawn),-10%,0,-22%,13%,9%,11,-2%,i,5%,PMK inhibit pilot replicates=2.0;Spn MK inh pilot replicates=1.0;Spn DPM-DC inh pilot screen %=1.0
Cc1c(C(=O)Nc2c(C)n(C)n(-c3ccccc3)c2=O)oc2ccccc12,2%,8,8%,9%,1%,10,·,i,4%,
OCCSc1nc(-c2cccnc2)nc2ccccc12,2%,8,5%,-2%,·,3,·,i,3%,
Cc1ccc2c(c1)-c1c(cnn1CC(=O)O)CO2,1%,6,-6%,9%,8%,12,-18%,i,-11%,
O=S(=O)(NCc1cn2ccsc2n1)c1ccc(Oc2ccccc2)cc1,1%,7,-4%,4%,-8%,9,1%,i,-1%,
CCOCCCNC(=O)c1c[nH]c2cc(C)ccc2c1=O,3%,0,-3%,4%,8%,16,2%,i,-14%,
Cc1ccc2c(c1)c1c(n2CC(O)CN2C(=O)CNC2=O)C(=O)CCC1 (stereo not drawn),4%,9,-7%,6%,-3%,7,4%,·,-4%,
O=C1CC(C(=O)Nc2ccccc2)N=C(N2CCOCC2)N1 (stereo not drawn),5%,17,5%,15%,-1%,5,12%,i,-6%,
COC(=O)c1ccc2c(=O)n(Cc3ccco3)c(SCC(=O)Nc3ccccc3Cl)nc2c1,-3%,1,-2%,6%,2%,19,-7%,i,-6%,
Cc1cn(-c2ccc(Br)cc2)[nH]c1=O,7%,3,2%,9%,-5%,8,4%,i,-4%,
N#CCCN(C(=O)c1ccco1)c1ccccc1,0%,1,-9%,12%,13%,0,9%,i,-8%,
CCOc1ccccc1NC(=O)CN(C)S(=O)(=O)c1cccc2nsnc12,16%,1,0%,10%,10%,23,-6%,i,3%,PMK inhibit pilot replicates=5.0;Spn MK inh pilot replicates=0.0;Spn DPM-DC inh pilot screen %=1.5
Cc1cc(C(F)(F)F)nn1-c1nc(-c2ccco2)cc(C(F)(F)F)n1,-15%,11,-17%,5%,3%,11,1%,i,-6%,
Fc1ccc(C(c2nnnn2Cc2cccs2)N2CCN(C3CCCCC3)CC2)cc1 (stereo not drawn),11%,6,7%,16%,-14%,18,-5%,i,2%,

# In the list so far, these contain a thiophene ring, fused or not:
SMILES,KRASV12 cytotoxicity,Spn MK inh,HPDE-C7 viability,TNAP inhibition,HT1080 cytotoxicity,PMK inhibit,LYP inhibition,Spn DPM-DC inh,Bfl-1 inhibitors,others
CC1(C)Cc2c(sc(NC(=O)c3ccco3)c2C#N)C(C)(C)N1,7%,7,13%,2%,2%,14,2%,i,0%,
CC1=C(C#N)C(c2cn(-c3ccccc3)nc2-c2cccs2)C(C#N)=C(C)N1,35%,2,41%,15%,-1%,2,·,i,-7%,
CN(C)c1ccnc2sc3c(=O)n(-c4ccccc4)cnc3c12,-4%,1,-1%,15%,5%,0,5%,i,-1%,
CN1CCN(S(=O)(=O)c2cccc(C(=O)Nc3sc4c(c3C(N)=O)CCCC4)c2)CC1,4%,4,6%,7%,8%,8,-1%,i,9%,
CS(=O)(=O)N1CCN(C(=O)c2csc3ccccc23)CC1,0%,0,-8%,10%,-9%,0,-2%,i,2%,
Cn1c(SCC(=O)N2CCOCC2)nc2sc3c(c2c1=O)CCCC3,5%,12,13%,4%,-2%,6,0%,i,-4%,
O=C(Nc1cccs1)NC1CCCC1,0%,2,-13%,6%,2%,9,-7%,i,-5%,
CC(C)OCCCNC(=O)c1cc2c(s1)CS(=O)(=O)C2,12%,7,16%,18%,-15%,0,·,i,-6%,PMK inhibit pilot replicates=0.0;Spn MK inh pilot replicates=4.5;Spn DPM-DC inh pilot screen %=0.5
Fc1ccc(C(c2nnnn2Cc2cccs2)N2CCN(C3CCCCC3)CC2)cc1 (stereo not drawn),11%,6,7%,16%,-14%,18,-5%,i,2%,

# Compound activity as filed in PubChem BioAssay.
